FBA Mtb inh = Mtb FBA enzyme inhibitors, primary screen, biochemical, fluorescence, strain H37Rv | Fructose-bisphosphate aldolase (Mycobacterium tuberculosis (strain ATCC 25618 / H37Rv)), … | purified M. tuberculosis FBA, fluorescence read-out | inhibition, % at 1 µM | hit rate 2.3% among 360,000 | AID 588726, 2011; in the data active = inhibition above about 27%;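 also: 0% = vehicle and 100% = reference inhibitor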
GDH-TPI counter = GDH-TPI coupling enzyme inhibitors, primary screen, artefact control for M. tuberculosis FBA inhibitor project, biochemical, absorbance, full deck | hit rate 1.2% among 360,000 | GDH-TPI coupled enzyme counterscreen, NADH absorbance | inhibition, % at 4.8 µM; in the data active = inhibition above about 30%;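 also: 0% = DMSO wells and 100% = wells lacking the enzyme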
SSB-PriA inh = inhibitors of Klebsiella pneumoniae PriA binding to SSB C-terminal tail, primary screen, biochemical, AlphaScreen; PriA–SSB C-terminal tail interaction (Klebsiella pneumoniae); AlphaScreen SSBct-PriA binding, biotinylated peptide; inhibition, % at 33 µM; hit rate 0.6% among 430,000; in the data active = inhibition mostly above about 37%, no sharp cut-off; inactive = mostly below about 20%;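 also: plate controls were negative control peptide for no effect and reference peptide for full effect; strong numbers were not always called active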
BH1578 lux ind = inducers of Vibrio cholerae quorum light production without autoinducers, primary screen, BH1578 luxS cqsA deficient, single point. hit rate 0.16% among 350,000. AID 588436, 2011. activation, % at 18.7 µM. V. cholerae BH1578 lux reporter, luminescence, 6 h; in the data active = activation mostly above about 9.7%, no sharp cut-off; also: not every result past the cut was called active; inactives centre near 0; reference of the scale not given here
Rv3671c protease = Rv3671c serine protease inhibitors, primary screen, biochemical, fluorescence polarization, M. tuberculosis H37Rv; AID 2606, 2010; inhibition, % at 5.96 µM; P9WHR9; hit rate 0.048% among 320,000; in the data active = inhibition above about 38%;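 also: extracellular domain of Rv3671c used as enzyme; 0% = enzyme with DMSO and 100% = no enzyme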
Target sequence (P9WHR9 whole entry, looked up, the tested form may be a part): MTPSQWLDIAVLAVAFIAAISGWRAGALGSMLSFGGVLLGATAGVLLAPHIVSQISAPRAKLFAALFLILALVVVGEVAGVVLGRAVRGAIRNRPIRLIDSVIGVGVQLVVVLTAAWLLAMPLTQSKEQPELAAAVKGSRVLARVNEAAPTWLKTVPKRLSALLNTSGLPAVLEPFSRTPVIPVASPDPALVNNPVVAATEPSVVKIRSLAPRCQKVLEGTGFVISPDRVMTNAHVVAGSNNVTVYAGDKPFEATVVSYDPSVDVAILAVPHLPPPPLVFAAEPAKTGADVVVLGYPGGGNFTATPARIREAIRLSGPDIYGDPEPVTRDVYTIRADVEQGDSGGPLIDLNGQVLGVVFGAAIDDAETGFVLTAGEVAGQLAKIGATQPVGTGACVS
3CLpro inhibitor = SARS-CoV 3CLpro protease inhibitors, primary screen, biochemical, quenched FRET. hit rate 0.14% among 290,000. recombinant SARS-CoV 3CLpro, quenched FRET peptide cleavage. inhibition, % at 6 µM. Replicase polyprotein 1ab (Severe acute respiratory syndrome coronavirus), P0C6X7; in the data active = inhibition above about 12%
UGM FP inh = M. tuberculosis UGM enzyme inhibitors, primary screen, biochemical, fluorescence polarization, single point; UDP-galactopyranose mutase (Mycobacterium tuberculosis (strain ATCC 25618 / H37Rv)), …; purified UGM, fluorescence polarization probe displacement; inhibition, % at 10 µM; hit rate 0.06% among 320,000; in the data active = inhibition above about 10%, passing the limit was not always enough
Target sequence (P9WIQ1 whole entry, looked up): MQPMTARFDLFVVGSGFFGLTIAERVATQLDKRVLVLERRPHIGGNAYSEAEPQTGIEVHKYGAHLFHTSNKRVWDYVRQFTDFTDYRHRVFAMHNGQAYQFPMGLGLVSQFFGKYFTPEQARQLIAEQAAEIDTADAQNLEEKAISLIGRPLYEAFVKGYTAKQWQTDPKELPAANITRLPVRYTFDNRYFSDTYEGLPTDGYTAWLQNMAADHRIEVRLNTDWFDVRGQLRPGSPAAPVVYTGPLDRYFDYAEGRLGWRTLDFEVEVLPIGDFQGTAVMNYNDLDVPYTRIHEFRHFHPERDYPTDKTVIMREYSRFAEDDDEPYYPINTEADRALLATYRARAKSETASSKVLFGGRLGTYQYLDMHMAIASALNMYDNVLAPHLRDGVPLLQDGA
VHR inh abs = VHR1 phosphatase inhibitors, primary screen, biochemical, absorbance, uHTS; Dual specificity protein phosphatase 3 (Homo sapiens), P51452; recombinant VHR phosphatase, pNPP absorbance; inhibition, % at 13.3 µM; hit rate 0.52% among 290,000; in the data active = inhibition above about 50%; also: some compounds called inactive have numbers as strong as hits
MazF activator = activators of E. coli MazEF toxin-antitoxin RNase, primary screen, biochemical, fluorescence, uHTS; Endoribonuclease toxin MazF (Escherichia coli (strain K12)), P0AE70; FAM/BHQ RNA-DNA oligo cleavage fluorescence, 5 h; activation, % at 20 µM; hit rate 0.32% among 350,000; AID 504720, 2011; in the data active = activation above about 50%
Target sequence (P0AE70 whole entry, looked up): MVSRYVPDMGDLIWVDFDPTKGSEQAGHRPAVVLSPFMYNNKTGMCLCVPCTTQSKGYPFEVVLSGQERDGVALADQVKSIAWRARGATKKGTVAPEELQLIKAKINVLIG
BioA inh = M. tuberculosis BioA enzyme inhibitors, primary screen, biochemical, plate reader, single point, HTS; purified M. tuberculosis BioA enzyme; hit rate 0.096% among 360,000; inhibition, % at 9.99 µM; AID 602481, 2012; in the data active = inhibition above about 40%
The depositor's hits bear a star; i = inactive; . = not tested or not shown; & = joins results of further samples. The list is partial; the hit share may differ from the screen's.

SMILES | FBA Mtb inh | GDH-TPI counter | SSB-PriA inh | BH1578 lux ind | Rv3671c protease | 3CLpro inhibitor | UGM FP inh | VHR inh abs | MazF activator | BioA inh
Cc1cc(O)ccc1NS(=O)(=O)c1ccc2c3c(cccc13)C(=O)N2 | 2.4 | 7.0 | 9.1 | -0.2 | -9.6 | -3.0 | -0.5 | -2.9 | 2.8 | 2.0
CCCS(=O)(=O)NC(=O)C1(C)CCN(C(=O)c2cccc3ccccc23)C1 (configuration not stated) | 2.0 | 1.8 | . | i | . | . | . | . | . | 0.2
CCCC#Cc1cnc2c(c1)C(=O)N([C@H](C)CO)C[C@@H](C)[C@@H](CN(C)C(=O)Nc1cccc(F)c1)O2 | -0.8 | -4.1 | . | -0.4 | . | . | . | . | -0.7 | 1.1&0.3&-0.6
CCOC(=O)C1CCN(C(=S)Nc2ccccc2)CC1 | -1.9 | 7.0 | -6.5 | i | 3.1 | 1.1 | -1.1 | 3.6 | 3.7 | .
O=C(O)c1ccccc1C=NNc1ccc([N+](=O)[O-])cn1 | -3.4 | 5.3 | -3.4 | i | . | . | . | . | 6.9 | 1.5
CN1CCN(C(=O)c2sc(=S)n(-c3ccccc3)c2N)CC1 | 3.4 | 21.4 | 2.3 | -0.4 | 1.6 | -3.5 | 3.4 | . | -3.7 | 0.7
O=C(/C=C/c1ccc(Br)cc1)NCc1cccs1 | 0.5 | 0.4 | -23.9 | -0.3 | 5.8 | 1.5 | -2.4 | 2.3 | -0.3 | .
CC1(c2ccc(Cl)cc2)NC(=O)N(CC(=O)Nc2cccnc2Cl)C1=O (configuration not stated) | 2.7 | 1.0 | -5.1 | i | 0.9 | . | 0.0 | . | -1.8 | 1.9
CSc1nc2ccc(NC(=O)c3ccc(=O)n(C)n3)cc2s1 | 1.6 | 0.0 | -10.5 | -0.3 | -0.4 | 2.7 | 0.0 | 5.2 | 4.4 | .
Cc1oc(C(C)(C)C)cc1C(N)=O | -0.5 | -0.4 | -6.7 | 0.6 | 8.0 | 1.3 | 1.1 | 4.3 | -0.5 | -0.6
COc1ccc(CS(=O)/C(Cl)=C(/Cl)C(=O)Nc2ccc(OC)nc2)cc1 (configuration not stated) | . | . | -13.5 | . | . | 3.8 | . | 19.7 | 6.9 | .
C=CCNC(=O)CN1CCC(NC(=O)c2ccco2)CC1 | 5.2 | 6.6 | -8.0 | -0.1 | -13.9 | 3.2 | -2.7 | 21.5 | 3.1 | .
COc1ccc(-n2cc(CNCCCn3ccnc3)c(-c3ccccc3Cl)n2)cc1 | -1.7 | 4.2 | 19.1 | -0.7 | -6.8 | -6.5 | 4.9 | 16.5 | -0.5 | .
O=C1c2ccccc2C(=O)N1CCc1nc(-c2cccnc2)no1 | -0.8 | 1.9 | -16.1 | i | -7.9 | 4.2 | 0.3 | 14.5 | 4.5 | 3.8
CCc1nnc(NC(=O)c2ccc(OCc3c(C)noc3C)c(OC)c2)s1 | -0.1 | 4.8 | -4.2 | -0.4 | -0.7 | -1.5 | -0.1 | 16.9 | -1.3 | 0.6
Cc1cc(Br)ccc1OCCNCc1ccccc1 | 4.4 | 5.0 | -13.3 | -0.1 | 5.8 | -0.6 | 3.5 | 31.5 | -1.5 | 1.8
Nc1ccc(Oc2c(Cl)cccc2Cl)nc1 | 6.2 | 4.8 | 8.7 | -0.4 | -1.0 | 4.4 | 4.3 | 5.1 | -3.4 | .
C[C@@H](NC(=O)Cn1ccc(NC(=O)OCc2ccccc2)nc1=O)c1cccc2ccccc12 | 4.6 | 4.3 | 5.9 | i | -18.8 | . | 0.9 | . | -17.6 | -0.8
COc1ccc(-n2ccnc(SCC(=O)NCc3ccccc3Cl)c2=O)cc1 | 5.8 | 13.4 | 0.8 | -0.2 | 6.0 | -0.8 | -0.6 | 7.3 | 6.9 | 4.3
CC(=O)c1ccc(N(C)C)cc1 | 0.2 | 24.9 | -20.9 | i | -2.4 | 0.3 | 1.0 | 34.7 | -2.6 | -0.9
Cc1c(C(=O)Cc2ccccc2)n(C)c2ccccc12 | 1.3 | -0.6 | -25.5 | i | 0.9 | 1.4 | . | 25.9 | -0.1 | .
CCOc1cc(S(=O)(=O)n2ccnc2)ccc1Cl | -3.2 | -3.7 | -20.6 | -3.2 | 1.1 | 2.0 | -1.3 | 9.0 | 0.5 | .
COc1ccc2[nH]c(=O)c(C(=O)O)cc2c1 | 52.6* | 9.2 | -13.6 | -0.3 | 0.6 | -6.0 | -2.2 | 17.9 | 5.3 | .
S=C(Nc1ccccc1)N1CCc2ccccc21 | -0.6 | 8.6 | 7.6 | -0.4 | 1.2 | 1.8 | -0.9 | 8.1 | -0.6 | -1.1
COc1ccc2c(c1)OC[C@H]1[C@H]2N2C(=O)c3ccc(F)cc3NC(=O)[C@@]2(C)[C@H]1c1ccccc1 | 4.5 | 10.3 | -7.8 | -1.4 | . | . | . | . | -3.2 | -2.6
COc1ccc(Cl)cc1NC(=O)C(=O)NC1CCCCCC1 | -0.8 | 10.1 | -3.0 | i | -0.4 | -4.3 | 1.4 | 16.6 | 0.7 | -0.9
NC(=O)c1ccc(NC(=O)CSc2nnc(-c3cccnc3)n2Cc2ccco2)cc1 | 0.5 | -3.1 | -0.7 | -0.2 | -4.7 | -6.4 | -0.4 | 39.0 | -6.6 | -5.2
CCOc1ccc(CCNC(=O)C2CCN(C(=O)N(C)C)CC2)cc1OCC | 0.5 | 3.4 | -7.7 | -5.3 | -0.9 | 0.3 | 3.2 | 10.8 | 3.8 | -3.6
O=C(COC(=O)c1ccc2ncsc2c1)Nc1ccc(Cl)cc1 | 0.1 | 10.9 | -2.0 | -5.0 | -17.1 | . | 5.9 | . | 2.9 | 1.3
COCCCn1c(=O)c2sccc2n2c(CCCC(=O)NCc3ccc(F)cc3)nnc12 | 4.3 | 2.6 | 15.3 | -0.9 | -4.5 | -1.6 | -0.9 | -22.1 | 6.2 | 0.0
COc1c(Cl)cc(Br)c(OC)c1C(=O)NC(=O)Nc1nc(C)cc(C)n1 | 0.1 | 10.3 | 6.5 | i | 0.2 | -4.3 | 2.0 | 26.9 | -9.6 | .
CCC(C)N1CCNCC1 (configuration not stated) | -3.3 | 0.0 | -3.9 | 0.1 | -3.7 | -1.7 | -4.4 | 40.0 | 9.1 | .
COc1cc(NC(=O)C/C(C)=N/NC(=O)C2CCCCC2)c(OC)cc1Cl | 0.5 | 0.0 | . | -0.3 | 0.7 | -2.9 | -1.4 | 21.5 | 9.8 | -1.1
Cc1ccc(C2(C)NC(=O)N(CC(=O)Nc3ccccc3C(=O)N3CCCCC3)C2=O)cc1 (configuration not stated) | 3.1 | -1.7 | -8.7 | 2.4 | 4.0 | . | 0.3 | . | -6.0 | 1.3
Cc1ccc2c(c1)C(c1ccccc1)N(C(=O)c1ccc(Br)o1)CC(=O)N2 (configuration not stated) | -1.1 | -7.7 | 8.1 | i | -0.3 | 1.4 | 3.8 | 17.0 | -1.2 | 1.7
Cc1ccc(/C=N/NC(=O)c2ccc3nc[nH]c3c2)o1 | 2.2 | 62.8* | i | i | -5.4 | -1.6 | -0.2 | -23.7 | 3.8 | 2.3
COC(=O)C1=C(c2ccccc2)C[C@@H]2CC[C@H]1N2C(=O)N1CCC(O)CC1 | 1.4 | 5.3 | -12.8 | 10.0 | -0.7 | . | 0.7 | . | 3.4 | -0.3
Cc1ccn(CCNC(=O)C2CCC(=O)N(CCc3ccc(Cl)cc3)C2)n1 (configuration not stated) | -1.0 | 7.0 | -16.7 | i | -5.5 | -3.3 | -0.3 | 30.4 | 7.4 | -1.3
Cc1ccc(S(=O)(=O)NCC(c2ccc3c(c2)OCO3)N2CCN(c3ccccc3)CC2)cc1 (configuration not stated) | -1.7 | 2.5 | -7.2 | -0.3 | -3.0 | . | 1.3 | . | -7.6 | -0.2
CC(C)Cc1nnc(NC(=O)C2CCN(C(=O)c3ccc(F)cc3)CC2)s1 | -3.4 | 5.9 | -20.0 | -1.6 | 13.3 | . | . | . | -1.7 | 0.0
NC(=O)c1cc(S(=O)(=O)N2CCCCC2)cs1 | 0.6 | 6.7 | -15.9 | -2.7 | -1.4 | -1.4 | -0.2 | -36.6 | 7.3 | -0.1
CC1(C)N([O-])c2cc([N+](=O)[O-])ccc2[N+]1=O | . | . | 2.6 | . | 1.1 | -3.5 | -0.5 | -0.7 | -6.6 | .
CCCCCCCNc1cccc(C)c1 | -1.5 | -1.6 | 1.9 | -0.5 | 1.3 | 0.7 | -2.2 | 17.2 | -4.8 | .
COc1ccc(S(=O)(=O)Nc2ccc(-n3cnnn3)cc2)cc1Br | -1.1 | 3.1 | -14.4 | -0.7 | . | . | . | . | -0.5 | 0.6
CCOC(=O)c1csc(NC(=O)CC2CCCC2)n1 | -2.4 | -2.5 | -7.6 | -1.0 | -14.1 | -2.4 | 1.1 | 9.0 | 6.1 | .
CC(C)(C)SCCNC(=O)c1ccccc1 | 1.1 | 12.0 | -3.0 | 3.1 | 7.6 | 0.0 | . | 19.6 | -9.0 | -1.1
O=C(NC1CC1)c1cccc(NC(=O)c2cnn(-c3ccccc3)n2)c1 | 2.5 | 4.2 | 4.7 | -1.6 | 2.7 | . | 2.2 | . | 6.7 | -3.9
O=C(O)CC(NC(=O)C1CCCCC1)c1ccc(OC2CCCC2)cc1 (configuration not stated) | -2.3 | 0.3 | -15.0 | 1.0 | -9.4 | 1.1 | 1.5 | -41.7 | 8.0 | -0.3
CCN1CCN(C(=S)Nc2ccc3nc4n(c(=O)c3c2)CCCCC4)CC1 | 10.8 | 10.6 | -10.9 | i | 4.1 | 3.5 | -4.2 | 21.8 | -1.9 | .
Cn1nccc1C(=O)OCC(=O)Nc1ccc(S(N)(=O)=O)cc1 | 0.8 | -6.8 | -6.5 | i | 1.3 | -3.4 | -1.9 | 40.3 | -0.5 | -1.4
COc1ccccc1C/C(N)=N/OC(=O)COc1ccc(C)cc1 | -1.0 | 3.9 | i | -0.2 | 2.3 | . | 0.5 | . | -3.4 | .
Cc1cccc(N(C)c2cc(-c3ccc(F)cc3)nc3ccnn23)c1 | 5.6 | 2.6 | . | i | . | . | . | . | . | -1.9
CCCC1(C(=O)OCC)NC(c2cc(OC)c(OC)c(OC)c2)C2C(=O)N(CC)C(=O)C21 (configuration not stated) | -3.0 | 7.3 | 1.6 | -0.3 | -9.4 | 1.5 | -2.0 | 10.4 | -27.1 | .

Some of the entries so far, with values under each structure.
The line under a structure holds: FBA Mtb inh | GDH-TPI counter | SSB-PriA inh | BH1578 lux ind | Rv3671c protease | 3CLpro inhibitor | UGM FP inh | VHR inh abs | MazF activator | BioA inh
> Cc1ccc(/C=N/NC(=O)c2ccc3nc[nH]c3c2)o1
  2.2 | 62.8* | i | i | -5.4 | -1.6 | -0.2 | -23.7 | 3.8 | 2.3
> Nc1ccc(Oc2c(Cl)cccc2Cl)nc1
  6.2 | 4.8 | 8.7 | -0.4 | -1.0 | 4.4 | 4.3 | 5.1 | -3.4 | .
> Cc1cc(O)ccc1NS(=O)(=O)c1ccc2c3c(cccc13)C(=O)N2
  2.4 | 7.0 | 9.1 | -0.2 | -9.6 | -3.0 | -0.5 | -2.9 | 2.8 | 2.0
> CC1(c2ccc(Cl)cc2)NC(=O)N(CC(=O)Nc2cccnc2Cl)C1=O (configuration not stated)
  2.7 | 1.0 | -5.1 | i | 0.9 | . | 0.0 | . | -1.8 | 1.9

Screening data (PubChem)
